From PubChem
FXIIa inh: inhibitors of human coagulation factor XIIa | hit rate 0.3% among 220,000 | inhibition, % at 5 µM | purified FXIIa, Boc-QGR-AMC fluorogenic substrate, 2 h | P00748; in the data active = inhibition above about 40%;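 note: 0% = enzyme with no compound and 100% = blank without enzyme; many of its hits are not listed in these tables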
Cl transport mod: modulators of human KCC2 chloride dependent transport | hit rate 2.2% among 190,000 | KCC2 cells, thallium flux FluoZin-2 fluorescence | Q9H2X9 | B-score of Tl+ flux slope (higher = more flux/activation; lower = inhibition) at 10 µM | AID 1456;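 active = thallium flux slope and its plate-corrected score both differing from the plate sample mean at a set confidence after two filtering rounds, in either direction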;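 note: slope of fluorescence scaled to starting intensity during 10 to 20 s after thallium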
FXIa inh: blocks human coagulation factor XIa protease activity; P03951; purified FXIa, Boc-Glu-Ala-Arg-AMC fluorogenic substrate; inhibition, % at 5 µM; hit rate 0.14% among 220,000;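 active = inhibition of at least 40%; inactive = inhibition below 40%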;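 note: fluorescence of freed AMC excited at 355 nm; 0% = enzyme without compound and 100% = no enzyme blank; many of its hits are not listed in these tables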
Target sequence (P03951 19-387 limits assumed): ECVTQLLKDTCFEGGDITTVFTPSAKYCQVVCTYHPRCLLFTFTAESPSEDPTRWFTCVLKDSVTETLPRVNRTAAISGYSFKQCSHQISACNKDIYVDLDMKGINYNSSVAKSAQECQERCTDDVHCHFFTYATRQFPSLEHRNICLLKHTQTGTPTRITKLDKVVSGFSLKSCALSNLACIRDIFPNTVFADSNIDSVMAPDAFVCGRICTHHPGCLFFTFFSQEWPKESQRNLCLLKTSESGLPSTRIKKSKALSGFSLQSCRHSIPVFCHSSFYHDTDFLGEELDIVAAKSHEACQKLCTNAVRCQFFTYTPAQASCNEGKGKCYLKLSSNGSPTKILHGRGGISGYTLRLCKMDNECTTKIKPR
Target sequence (P03951 388-625 limits assumed): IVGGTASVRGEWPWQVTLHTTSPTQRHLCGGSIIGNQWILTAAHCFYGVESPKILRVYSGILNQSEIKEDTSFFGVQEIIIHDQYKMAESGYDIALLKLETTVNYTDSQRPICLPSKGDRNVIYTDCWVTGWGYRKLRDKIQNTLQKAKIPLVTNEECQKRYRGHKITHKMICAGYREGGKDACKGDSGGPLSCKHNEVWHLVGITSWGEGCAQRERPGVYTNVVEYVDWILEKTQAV
Calpain2 inh: calpain II (pig) inhibition; purified calpain II, fluorogenic peptide substrate, 30 min; inhibition, % at 16 µM; hit rate 0.37% among 220,000;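 active = inhibition above about 50%, limit read from the data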
hK5 inh: kallikrein 5 (human) inhibition; Q9Y337; hit rate 0.59% among 210,000; recombinant hK5, fluorogenic AMC substrate cleavage; inhibition, % at 5 µM;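 active = inhibition of 40% or more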;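 note: 0% = enzyme controls without compound and 100% = no-enzyme blanks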
Rad51 HR inh: Rad51 (human) homologous recombination inhibition | AID 1385 | hRad51 DNA strand exchange, fluorescence dequenching | Q06609 | inhibition, % at 10 µM | hit rate 0.085% among 200,000;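 active = inhibition above 40% at the single screening dose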;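 note: 0% = DMSO control wells and 100% = blanks with heterologous ssDNA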
Target sequence (Q06609 whole entry, looked up): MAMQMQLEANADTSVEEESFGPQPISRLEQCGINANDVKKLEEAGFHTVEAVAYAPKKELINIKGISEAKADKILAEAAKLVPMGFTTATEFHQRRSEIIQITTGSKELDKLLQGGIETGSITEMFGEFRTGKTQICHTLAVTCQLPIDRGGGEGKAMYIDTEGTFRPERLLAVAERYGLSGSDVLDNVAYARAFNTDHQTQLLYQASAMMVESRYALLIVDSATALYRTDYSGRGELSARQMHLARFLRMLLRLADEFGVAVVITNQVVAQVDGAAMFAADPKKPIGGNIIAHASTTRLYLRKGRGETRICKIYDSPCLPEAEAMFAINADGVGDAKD
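Test system – preformed human Rad51 ssDNA filaments · Reagent – Donor/quencher-labelled 47-bp dsDNA substrate · Incubation – 37 °C 15-min filament assembly, 30-min compound preincubation, 15-min exchange · Signal – FRET fluorescence dequenching, excitation 485 nm, emission 520 nm · Read-out – percent inhibition from fluorescence, normalised to plate control and blank means · Benchmarks – plate control and blank wells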
Furin inh: blocks human furin protease activity; AID 463115; purified furin, fluorogenic substrate cleavage; hit rate 0.061% among 220,000; P09958; inhibition, % at 30 µM; in the data active = inhibition above about 25%; note: inactives centre near -15
thrombin 1536: blocks human thrombin protease activity; P00734; AID 1046; inhibition, % at 5 µM; alpha-thrombin, Boc-VPR-AMC fluorogenic substrate cleavage; hit rate 0.26% among 220,000;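 active = inhibition at or above 40%; inactive = inhibition below 40%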;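 note: 0% = enzyme with no compound and 100% = wells without enzyme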
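Material: human alpha-thrombin protein; Also added: Boc-VPR-AMC substrate, 15 µM final; Timing: enzyme reaction carried out at room temperature; Signal: fluorescence, ex 355 nm, em 460 nm; Measure: % inhibition of thrombin; Controls: enzyme without compound as high, wells lacking enzyme as low.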
PERK inhibitor: human PERK inhibition, primary cell-based screen; CHO PERK-DD fusion, SEAP luminescence translation reporter; inhibition, % at 5.6 µM; Q9NZJ5; hit rate 0.17% among 220,000;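 active = inhibition above the mean inhibition of all tested compounds plus 3 SD, set separately per screening campaign, cut at about 2.9% in these data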;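 note: PERK kinase domain activated by AP20187 dimerizer at 100 nM; 0% = DMSO with dimerizer and 100% = rapamycin at 8.4 µM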
* = called active by the depositor; i = inactive; . = no result given; [ ] = dose if it differs, or a comment. The list is partial; count on the stated rates, not on these rows.

SMILES	FXIIa inh	Cl transport mod	FXIa inh	Calpain2 inh	hK5 inh	Rad51 HR inh	Furin inh	thrombin 1536	PERK inhibitor
CCN(CC)CCOC(=O)c1ccc2c(c1)OCCO2	15.0	-0.0583	-11.5	6.0	9.0	-0.4	-7.6[20 µM]	3.7	-0.9
CCOc1ccc(NC(=O)C2C3CCC4C(CCC32)C4(Cl)Cl)cc1 (centres undefined)	1.0	-0.269	-4.8	-10.3	-6.4	16.4	-15.0	-7.7	1.3
CCn1cc(C(=O)OCC(=O)c2cc(C)n(-c3ccc(OC(F)F)cc3)c2C)c(=O)c2ccc(C)nc21	5.5	-2.55	3.7	-18.8	-10.2	12.5	-15.6	-2.3	0.2
COc1cccc(CC(NC(C)=O)C(=O)NC2CCN(C(=O)C3CC3)CC2)c1OC (centres undefined)	7.2	0.201	-0.4	-23.7	-4.2	33.0	-21.2	6.8	-0.4
Cc1nn(C)c(C)c1NC(=O)Nc1ccc(Cl)c(Cl)c1	-9.1	0.0946	-5.2	-9.1	-10.2	-0.7	-15.7	-7.5	-0.3
Cc1ccc(CNC(=O)C2CCCN(S(C)(=O)=O)C2)cc1 (centres undefined)	7.9	-0.454	-7.2	-1.6	-13.2	4.8	-14.1[20 µM]	-9.7	1.9
COc1cc(=O)n(C)c2cc(N(C)C)ccc12	11.2	0.0552	4.9	i	-28.6	0.7	-16.9[20 µM]	11.0	1.1
Cc1cccc(NC(=O)CN2C(=O)S/C(=C\c3ccc(O)c([N+](=O)[O-])c3)C2=O)c1	-1.2	-1.52	-12.7	-6.2	-19.3	6.9	-16.5	2.3	0.2
CCOC(=O)Cc1csc(NC(=O)CSc2nnc(Cc3csc(N)n3)n2C)n1	-4.9	0.593	1.3	-7.5	-9.8	-3.5	-29.9[20 µM]	4.6	0.8
CC1=C(C(N)=O)C(c2cccs2)n2nc(-c3cccc(C)c3)nc2N1 (centres undefined)	23.9	0.234	15.0	8.4	39.4	-8.9	-21.0	15.0	0.9
O=C(O)c1cccc(C(=O)Nc2cccc(NC(=O)C3CCCO3)c2)c1 (centres undefined)	-5.4	0.407	-11.8	8.8	5.6	-4.1	-24.2	-5.1	1.1
COC(=O)C(NC(=O)c1ccco1)(Nc1nc(C2CC2)cs1)C(F)(F)F (centres undefined)	8.9	-0.852	0.4	5.8	-3.7	-3.4	-6.7	1.0	-0.7
CC1CCN(C(=O)CN(C2CCCCC2)S(C)(=O)=O)CC1	11.7	0.35	19.8	18.6	6.9	-5.7	-14.7[20 µM]	14.1	0.5
Cn1c(SCc2cccc(F)c2)nnc1-c1cnccn1	8.1	0.49	4.9	10.9	1.9	.	-12.8	-1.4	0.8
Cc1ccc(NC(=O)CN(C)S(=O)(=O)c2cccc3nsnc23)cc1C	1.9	.	-5.9	-10.0	1.0	7.3	-11.0	-8.0	-0.2
Cc1nn(Cc2c(Cl)cccc2Cl)c(C)c1NC(=O)Cn1nc([N+](=O)[O-])c(Cl)c1C	9.3	0.778	5.8	-46.2	0.4	.	-8.6	3.9	1.1
C/C(=N\NC(=O)CN1CCN(S(=O)(=O)c2ccc(C)cc2)CC1)c1ccncc1	1.6	1.19	-3.5	-7.1	-3.3	.	-17.1	-17.4	-0.3
O=C(NCc1ccc(N2CCCC2=O)cc1)Nc1cccc(Cl)c1	14.9	0.0328	-1.4	2.0	-3.6	-1.8	-19.2[20 µM]	3.6	-0.2
CN1C(=O)C2(NCCc3c2[nH]c2ccccc32)c2ccccc21 (centres undefined)	14.3	-1.69	3.7	-19.7	0.6	9.6	-3.0[20 µM]	5.3	-0.7
Cn1c(-[n+]2c(-c3ccccc3)cc(-c3ccccc3)cc2-c2ccccc2)nc2c([N+](=O)[O-])cccc21	16.6	0.675	6.1	2.0	-4.4	.	11.8	11.8	-1.2
O=C(N/N=C/c1ccc2nccnc2c1)c1cccc([N+](=O)[O-])c1	11.4	0.228	-5.9	-15.7	-1.1	-7.1	-23.8	-23.6	0.5
C=CCc1c(O)nc(SCC(=O)c2ccccc2)[nH]c1=O	2.5	-0.361	1.2	17.6	-16.5	-10.1	-5.5[20 µM]	2.9	0.6
Cc1[nH]nc(N=CC2=C(O)CC(c3ccco3)CC2=O)c1-c1ccc(Cl)cc1 (centres undefined)	-3.7	1.04	-3.7	-40.8	-1.2	-2.2	-4.9[20 µM]	-0.8	-0.1
C=CCN1C(=O)C(C(C)CC)NC1=S (centres undefined)	23.4	2.37	35.8	9.5	87.7*	-5.5	5.6[20 µM]	40.7*	0.4
Cc1ccc(-c2nn(C)c(=O)c3ccccc23)cc1CNC(=O)CN1CCOCC1	23.1	0.0137	10.4	3.3	4.1	1.1	-9.0[20 µM]	-1.0	-0.6
[N-]=[N+]=NC1C[C@H](n2ccc(=O)[nH]c2=O)O[C@@H]1CO (some centres undefined)	11.0	0.27	1.0	14.0	3.1	-80.0	-11.1	0.8	0.8
O=C1c2ccsc2SCCN1Cc1c(Cl)cccc1Cl	6.8	-2.52	-5.8	27.5	14.7	2.0	-5.5[20 µM]	-4.9	-0.5
COc1ccc2cc(C(N)=O)c(=Nc3ccccc3)oc2c1	6.4	0.072	-1.7	5.5	-51.9	29.5	-2.9	2.4	0.7
CS(=O)(=O)Nc1nnc(C2CCCC2)s1	5.4	-0.166	-4.2	23.6	1.6	-7.0	-18.1	-8.3	0.7
O=C(Nc1ccc(Oc2ccc(C(=O)O)c(C(=O)O)c2)cc1)c1cccs1	2.3	-0.756	-7.6	-8.7	-4.6	2.1	-23.1	-11.4	1.2
Cc1ccc(N2C(=O)C(CN3CCCCC3)C2c2ccccc2)cc1 (centres undefined)	11.1	0.436	3.1	1.4	-1.8	-4.6	-32.4	.	-0.5
N/C(=N\OC(=O)Nc1ccc(Cl)c(Cl)c1)c1ncc(C(F)(F)F)cc1Cl	-2.0	0.0424	-7.6	20.1	3.5	-1.4	-27.7[20 µM]	-2.4	0.5
CCOC(=O)C1C(=O)C=C(/C=C/c2ccc(N(C)C)cc2)CC1c1ccccc1 (centres undefined)	6.6	-1.44	8.2	27.8	-0.6	i	-20.2	-5.2	0.5
COc1ccc2nc(Nc3nc4cc5c(cc4s3)OCO5)sc2c1	-16.7	0.958	-8.2	-60.0	-118.2	-6.6	-11.1	-15.0	-0.2
CC1(C)CC(=O)CC2(C1)NCC(c1ccccc1)c1c2[nH]c2ccccc12 (centres undefined)	6.4	-0.767	-10.5	26.4	-3.8	4.6	-8.9	-0.3	1.7
COc1nccc(C(F)(F)F)c1C(=O)Nc1ccc(Cl)cc1	6.8	1.2	-1.7	-10.4	-3.5	-4.5	-17.0	-3.6	-0.2
O=C(Nc1ccccc1)Nc1ccc2ocnc2c1	-7.8	-0.206	-0.8	7.3	-8.1	-1.9	-30.9	-7.4	0.9
O=C(O)C1Cc2ccccc2CN1S(=O)(=O)c1ccc2ccccc2c1 (centres undefined)	17.3	0.599	15.1	3.0	-5.1	-4.3	-13.7[20 µM]	0.6	0.3
CC(=O)c1ccccc1NCC(=O)Nc1ccc(C)cc1	0.5	0.00664	-2.1	-37.2	-6.1	17.6	-3.5	-2.2	0.3
Cc1ccc(NC(=O)Nc2ncnc3nc[nH]c23)cc1	18.3	-0.849	5.4	-27.7	5.3	8.8	-23.5	3.8	1.1

Profiles from above. Order of values: FXIIa inh	Cl transport mod	FXIa inh	Calpain2 inh	hK5 inh	Rad51 HR inh	Furin inh	thrombin 1536	PERK inhibitor
Listed for Cc1ccc(N2C(=O)C(CN3CCCCC3)C2c2ccccc2)cc1 (centres undefined) → 11.1	0.436	3.1	1.4	-1.8	-4.6	-32.4	.	-0.5
Listed for O=C(N/N=C/c1ccc2nccnc2c1)c1cccc([N+](=O)[O-])c1 → 11.4	0.228	-5.9	-15.7	-1.1	-7.1	-23.8	-23.6	0.5

More compounds
SMILES	FXIIa inh	Cl transport mod	FXIa inh	Calpain2 inh	hK5 inh	Rad51 HR inh	Furin inh	thrombin 1536	PERK inhibitor
Cc1nn(C)c(C(=O)NNC(=S)NC2CCCCC2)c1Cl	-2.9	-0.0757	-3.8	-6.1	-31.4	-1.0	-19.7	-10.3	1.2
O=S(=O)(NC1CCc2ccccc21)c1ccc(S(=O)(=O)N2CCCC2)cc1 (centres undefined)	3.9	-0.86	-1.6	-9.4	7.7	-1.2	-21.9	-9.3	0.5
Brc1ccc(Oc2ncc(CN3CCN(c4ccccc4)CC3)s2)cc1	-6.5	0.0551	2.9	27.3	-8.9	3.0	-9.4[20 µM]	-4.2	0.3
Cn1c(SCC(=O)N2CCOCC2)nnc1-c1ccc2ncccc2c1	4.9	-0.0283	4.4	-13.4	6.4	-11.0	-25.3	0.8	1.6
CCc1ccccc1Nc1nc2ccccc2n1C	10.7	0.965	1.0	-21.4	3.9	-1.9	-19.3	-0.7	-0.5
COc1cccc(CNS(=O)(=O)c2cc(Br)cc3c2N(C(C)=O)C(C)C3)c1 (centres undefined)	-17.1	.	-8.5	-46.2	-13.7	8.1	-13.8[20 µM]	-7.5	-1.4
COc1ccccc1-n1c(SCC(=O)O)nc2sc3c(c2c1=O)CCC3	3.0	-0.0174	-4.8	7.5	0.2	4.8	-7.8	-4.1	1.0
CC1CCN(S(=O)(=O)c2ccc(NC(=O)Cc3ccccc3)cc2)CC1	0.9	-1.59	-3.9	38.9	4.6	-1.7	-14.6[20 µM]	-5.4	0.5
COC(=O)CNc1ccc2c(c1)OCO2	13.7	-0.466	5.4	-23.8	-7.4	-4.4	-13.1[20 µM]	-2.0	0.5
Cc1nnc(NC(=O)c2ccc(C)c(S(=O)(=O)N3CCCCCC3)c2)s1	1.1	0.00121	-4.1	-1.1	13.2	-4.9	-2.0[20 µM]	-5.8	-0.1
Cc1ccc(NC(=O)c2cccc(OCc3c(C)noc3C)c2)cc1S(=O)(=O)Nc1ccccc1Cl	3.2	-1.66	-5.3	-68.0	-18.6	2.1	-14.6	-3.5	-0.3
Cc1ccc(NC(=O)c2oc3ccc(S(=O)(=O)N4CCC5(CC4)OCCO5)cc3c2C)cc1C	7.4	0.0419	0.3	-74.0	-6.7	.	-18.1	0.0	-0.1
COc1cc(OC)cc(C(=O)N[C@H](C(=O)NC23CC4CC(CC(C4)C2)C3)C(C)C)c1	0.6	-0.527	-10.0	29.5	-2.3	-6.5	-5.4[20 µM]	-3.1	0.1
CSc1ccccc1NC(=O)COc1ccc(Cl)cc1C	3.9	-0.0603	-2.7	35.3	-4.5	.	-23.7	-5.3	0.7
CCOc1ccc2nc(NS(=O)(=O)c3ccc(NC(C)=O)cc3)sc2c1	1.6	-3.06	-9.1	18.6	-6.9	0.2	-20.6	-7.9	2.6
Nc1ccccc1C(=O)N1CCCC1	13.2	0.433	1.2	4.6	.	.	-22.7	-0.3	3.1*
CCC(C)NCCCOc1ccc([N+](=O)[O-])cc1 (centres undefined)	10.9	1.25	2.2	-5.9	-8.9	.	-14.5	0.1	0.0
OC1(c2ccc(Cl)cc2)CCN(Cc2cn[nH]c2-c2ccc(F)cc2)CC1	6.4	-0.11	-1.7	-6.0	-5.5	20.1	-15.3	-0.4	-0.3
COc1ccc(-c2nc(=S)c3ccc4ccccc4c3[nH]2)cc1	10.0	78.7*	0.3	7.6	4.0	9.2	-21.0	1.2	1.4

Sorted by the number under FXIIa inh (highest first): some entries from above
molecule | FXIIa inh
CCC(C)NCCCOc1ccc([N+](=O)[O-])cc1 (centres undefined) | 10.9
Cc1ccc(NC(=O)c2oc3ccc(S(=O)(=O)N4CCC5(CC4)OCCO5)cc3c2C)cc1C | 7.4
CCOc1ccc2nc(NS(=O)(=O)c3ccc(NC(C)=O)cc3)sc2c1 | 1.6
